KCNK3 inh = human KCNK3 channel inhibition, primary screen. hit rate 0.84% among 340,000. O14649. AID 602410. CHO-KCNK3 thallium flux, FluxOR fluorescence; active compounds read low. B-score at 10 µM;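 active means B-score under library mean minus 4 SD, starting fluorescence ratio at most library mean plus 5 SD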;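 further: more negative B-score means stronger inhibition of thallium flux through KCNK3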
SKKanGAS inh = blocks kanamycin growth of S. pyogenes SKKanGAS strain; AID 1662; hit rate 1.3% among 300,000; inhibition, % at 7.5 µM; BacTiter-Glo, 6 h;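 active means mean replicate score, as percent of positive control median, at least 50; inconclusive means mean below 50 but one replicate at or above 50; inactive means mean and every replicate below 50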;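 further: strain carries kanamycin resistance gene driven by streptokinase promoter and grows in 40 µg/ml kanamycin; loss of luminescence reflects streptokinase promoter inhibition or plain growth inhibition; 0% = median of DMSO wells and 100% = positive control at its reference dose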
KCNK9 block = inhibitors of human KCNK9 two-pore domain potassium channel; Q9NPC2; HEK293 KCNK9, FluxOR thallium flux fluorescence; active compounds read low; B-score at 10 µM; hit rate 1.2% among 310,000;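 active means ratio B-score over 3 SD below the library mean, with starting fluorescence within 5 SD of its mean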;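 further: negative B-score means less thallium flux so channel inhibition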
Target sequence (Q9NPC2 whole entry, looked up, the tested form may be a part): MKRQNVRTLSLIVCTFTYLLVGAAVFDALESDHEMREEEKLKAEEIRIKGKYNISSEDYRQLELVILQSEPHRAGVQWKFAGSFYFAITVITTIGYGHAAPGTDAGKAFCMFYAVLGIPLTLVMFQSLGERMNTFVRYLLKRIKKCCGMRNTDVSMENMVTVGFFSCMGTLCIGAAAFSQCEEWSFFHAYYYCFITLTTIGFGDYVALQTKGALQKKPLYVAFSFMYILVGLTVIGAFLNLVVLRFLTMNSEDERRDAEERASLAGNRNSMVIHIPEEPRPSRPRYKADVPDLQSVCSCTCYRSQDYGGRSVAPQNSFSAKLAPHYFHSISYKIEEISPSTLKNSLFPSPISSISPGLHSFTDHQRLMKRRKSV
KCNQ1 pot = potentiators or activators of human KCNQ1 potassium channel | B-score at 10 µM | P51787 | CHO-K1 KCNQ1, thallium flux FluxOR fluorescence; active compounds read high | hit rate 0.35% among 310,000 | AID 2648;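 active means fluorescence ratio B-score, a plate-corrected score, at least three library SD, with initial intensity B-score within 5 SD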
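Schedule – 37 °C overnight plating, 90-min dark dye load, 20-min compound pretreatment · System – stable KCNQ1 CHO-K1 line · Probe or stimulus – thallium- and potassium-containing depolarizing buffer · Measured by – kinetic FluxOR fluorescence, 10 s baseline plus 110 s post-stimulus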
RGS4 pot = RGS4 potentiation or activation; HEK293 M3R/inducible RGS4, carbachol calcium flux Fluo4; active compounds read low; B-score at 10 µM; hit rate 0.92% among 310,000; AID 463111;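 active means B-score of the integrated calcium signal more than 4 SD below the library mean, with starting fluorescence not abnormally high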;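 further: negative B-score means reduced calcium response which marks RGS4 activation or potentiation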
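Assay system: Inducible-RGS4 HEK293 cells carrying M3 receptor | Schedule: Compound preincubation 20 min at room temperature before agonist | Signal: Kinetic calcium fluorescence imaging with Fluo4-AM dye, 2 µM | Read-out basis: B score from integrated fluorescence ratio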
RGS4 inh = inhibitors of human RGS4 | HEK293 M3R/RGS4 inducible, Fluo-4 calcium flux; active compounds read high; triggered by carbachol at its EC20 | AID 463165 | hit rate 0.45% among 310,000 | B-score at 10 µM | P49798;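 active means B-score, a plate-corrected calcium signal, over three deviations above library mean, with baseline fluorescence within five deviations of library mean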;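 further: RGS4 expression induced by doxycycline in cells with stable M3 receptor; B-score is computed from the integrated fluorescence ratio over baseline after carbachol; higher B-score means a larger calcium signal and so more RGS4 inhibition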
Target sequence (P49798 whole entry, looked up): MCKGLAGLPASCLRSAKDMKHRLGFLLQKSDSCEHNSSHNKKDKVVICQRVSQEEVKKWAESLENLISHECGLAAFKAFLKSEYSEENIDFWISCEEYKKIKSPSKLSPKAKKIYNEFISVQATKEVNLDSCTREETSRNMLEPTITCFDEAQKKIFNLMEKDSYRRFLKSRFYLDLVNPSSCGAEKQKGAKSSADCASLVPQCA
ANO1 block = inhibitors of mouse TMEM16A calcium-activated chloride channel. Q8BHY3. HEK293 TMEM16A/YFP iodide influx fluorescence, ionomycin. normalized B-score (activity score, 25-100; higher = stronger inhibition) at 10 µM. hit rate 1.2% among 310,000. AID 588511;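 active means ratio plate-corrected score three or more library SD toward inhibition, starting fluorescence score within five deviations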;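 further: score derived from kinetic fluorescence span divided by baseline fluorescence per well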
hERG rescue = shields human hERG channel from block by proarrhythmic agents; Q12809; CHO-hERG, FluxOR thallium flux, dofetilide IC70 present; activation (rescue from dofetilide block), less the hit threshold, % at 10 µM; hit rate 0.51% among 310,000; AID 1511;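 active means activation above the mean of controls blocked by dofetilide plus 5 SD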;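 further: thallium influx through hERG after potassium depolarization seen as dye fluorescence rise; in these data hits start at about 4.7%; inactives centre near -7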
KCNQ1 block = human KCNQ1 channel inhibition; hit rate 1.3% among 310,000; CHO-K1 KCNQ1, FluxOR thallium flux fluorescence; active compounds read high; P51787; AID 2642; B-score at 10 µM;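 active means compounds whose thallium flux B-score, printed positive for inhibition, exceeds three library SD while starting fluorescence stays within three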;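 further: channel opened by potassium depolarization with thallium stimulus after 20 min compound exposure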
HDAC3 inhib = blocks human histone deacetylase 3 | O15379 | recombinant HDAC3, fluorogenic peptide/trypsin coupled, fluorescence | inhibition, % at 8.3 µM | hit rate 0.15% among 320,000; in the data active means inhibition above about 26%, passing the limit was not always enough; inconclusive means no clear call, values can overlap the other calls
Target sequence (O15379 whole entry, looked up): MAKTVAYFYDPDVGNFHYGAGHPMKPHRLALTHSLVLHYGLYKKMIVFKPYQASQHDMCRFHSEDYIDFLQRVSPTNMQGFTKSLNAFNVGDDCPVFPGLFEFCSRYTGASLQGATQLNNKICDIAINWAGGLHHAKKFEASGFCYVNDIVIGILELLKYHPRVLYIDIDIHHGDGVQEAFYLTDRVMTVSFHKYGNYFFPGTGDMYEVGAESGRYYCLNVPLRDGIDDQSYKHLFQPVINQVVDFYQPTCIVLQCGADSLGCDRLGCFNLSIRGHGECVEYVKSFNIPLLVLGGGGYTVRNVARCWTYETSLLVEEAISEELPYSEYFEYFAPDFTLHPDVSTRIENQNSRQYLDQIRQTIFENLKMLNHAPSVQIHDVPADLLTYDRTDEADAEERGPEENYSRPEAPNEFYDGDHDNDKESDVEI
ANO1 activ = activates or potentiates the mouse TMEM16A chloride channel. hit rate 0.3% among 340,000. B-score at 10 µM. Q8BHY3. HEK293 TMEM16A/YFP-H148Q/I152L, iodide quench fluorescence; active compounds read low;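 active means fluorescence-ratio B-score plate-corrected deviation score at least 3 library SD below zero, with starting fluorescence score within 5 deviations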;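 further: channel opened by trigger with iodide after compound preincubation; score built on the fluorescence ratio of max minus min over baseline; more negative score means more quench and so TMEM16A activation or potentiation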
The depositor's hits bear a star; i = inactive; u = inconclusive; x = no result given. This is a random part of the collection (roughly 6.3% active in at least one column).

no.	structure	KCNK3 inh	SKKanGAS inh	KCNK9 block	KCNQ1 pot	RGS4 pot	RGS4 inh
1	O=C(/C=C/c1ccccc1)OCc1cncs1	i	-20	i	i	i	i
2	O=C(NCC(c1ccco1)N1CCc2ccccc21)c1ccccc1Br (configuration not stated)	i	5	i	i	i	i
3	O=C(CNC(=O)Cc1ccccc1)NCC(=O)OCC(=O)c1ccc(F)cc1	i	-2	i	i	i	i
4	COc1cc(CNc2ccc(CNc3ncn[nH]3)cc2)ccc1OCc1ccccc1	i	9	i	i	i	i
5	CCCCN(C(=O)CSc1nnc(-c2ccc(OC)cc2)n1C(C)C)c1c(N)n(Cc2ccccc2)c(=O)[nH]c1=O	i	6	i	i	i	i
6	COc1ccc(S(=O)(=O)n2ccc(C)n2)cc1C	i	3	i	i	i	i
7	Cc1ccc(S(=O)(=O)NC(=O)Nc2c(C)cccc2C)cc1	i	-3	i	i	i	i
8	COc1ccc(OC)c(C(c2nnnn2CC2CCCO2)N2CCN(C3CCCC3)CC2)c1 (configuration not stated)	i	-12	i	i	i	i
9	CCC(=O)N1CCN(c2ccc(NC(=O)COc3ccc(C)cc3C)cc2)CC1	i	2	i	i	i	i
10	O=C(COC(=O)c1c2c(nc3ccccc13)/C(=C/c1cccc([N+](=O)[O-])c1)CCC2)NC1CCS(=O)(=O)C1 (configuration not stated)	i	17	i	i	i	i
11	O=C(c1ccccn1)N(Cc1ccco1)C1(C(=O)NC2CCCC2)CCCCC1	i	1	i	i	i	i
12	CCCCN(C(=O)c1ccc2c(c1)OCO2)c1c(N)n(CCCC)c(=O)[nH]c1=O	i	1	i	i	i	i

no.	ANO1 block	hERG rescue	KCNQ1 block	HDAC3 inhib	ANO1 activ
1	i	-5	i	2	i
2	i	-13	i	5	i
3	i	-13	i	2	i
4	i	-10	i	-4	i
5	i	-7	i	-10	i
6	i	-3	i	-1	i
7	i	-5	i	0	i
8	i	-5	i	u	i
9	i	-10	i	-4	i
10	i	-7	i	2	i
11	i	-7	i	-2	i
12	i	-21	i	0	i

Other compounds:
no.	structure	KCNK3 inh	SKKanGAS inh	KCNK9 block	KCNQ1 pot	RGS4 pot	RGS4 inh
13	Cc1c(CCOC(=O)CC23CC4CC(CC(C4)C2)C3)sc[n+]1Cc1ccccc1	i	4	i	i	-7.7*	i
14	CC(C)CC1NC(=O)N(CC(=O)NC2CCCc3ccccc32)C1=O (configuration not stated)	i	0	i	i	i	i
15	COc1ccc(-c2cncnc2-c2ccc(OC)cc2O)cc1	i	6	i	i	i	i
16	COc1ccccc1N1CCN(C(=O)CNC(=O)c2ccc(Cl)cc2Cl)CC1	i	1	i	i	i	i
17	CCN(CC)S(=O)(=O)c1ccc(N(C)Cc2cccc(OC)c2OC)nc1	i	4	i	i	i	i
18	Cc1ccc(CSc2nc3c(c(=O)[nH]c(=O)n3C)n2CCC(C)C)cc1	i	8	i	i	i	i
19	S=c1[nH]nc(Cc2cccs2)n1-c1ccccc1	i	7	i	i	i	i
20	Cc1ccc(CS(=O)Cc2ccc(C(=O)N3CCOCC3)o2)cc1 (configuration not stated)	i	1	i	i	i	i
21	COC(=O)CCC(=O)NNC(=O)c1ccc(Cl)cc1Cl	i	-15	i	i	i	i
22	CCCCC1C2=C(CCCC2=O)OC2=C1C(=O)CCC2	i	2	i	i	i	i
23	Nc1cc(=O)[nH]c(SCC(=O)Nc2ccc(Oc3ccccc3)cc2)n1	i	2	i	i	-10*	i
24	COc1ccc(-n2nc3c(c2NC(=O)c2c(F)cccc2Cl)CS(=O)C3)cc1 (configuration not stated)	i	-3	i	i	i	i

no.	ANO1 block	hERG rescue	KCNQ1 block	HDAC3 inhib	ANO1 activ
13	i	-17	7*	-7	i
14	i	-1	i	2	i
15	i	0	i	5	i
16	i	-4	i	-2	i
17	25*	-3	i	-3	i
18	i	-10	i	-5	i
19	i	-4	i	0	i
20	i	-8	i	2	i
21	i	1	i	-5	i
22	i	-2	i	-1	i
23	i	-12	i	3	i
24	i	-5	i	-2	i

Only SKKanGAS inh and HDAC3 inhib (two entries from above):
cpd	Structure	SKKanGAS inh	HDAC3 inhib
24	COc1ccc(-n2nc3c(c2NC(=O)c2c(F)cccc2Cl)CS(=O)C3)cc1 (configuration not stated)	-3	-2
20	Cc1ccc(CS(=O)Cc2ccc(C(=O)N3CCOCC3)o2)cc1 (configuration not stated)	1	2

Continuation.
no.	structure	KCNK3 inh	SKKanGAS inh	KCNK9 block	KCNQ1 pot	RGS4 pot	RGS4 inh
25	CCc1cc2c(=O)c(-c3nc4ccccc4n3C)coc2c(CN2CCCCC2)c1O	i	-6	i	i	i	i
26	NC(=O)c1ccc(-n2c(CCC(=O)O)ccc2-c2cccs2)cc1	i	8	i	i	i	i
27	Cc1ccc(Cl)c(OCC(O)CN(CCO)CCO)c1 (configuration not stated)	i	-1	i	i	i	i
28	Cc1cccc(OCCNc2nc3c(c(=O)n(C)c(=O)n3C)n2C)c1	i	1	i	i	i	i
29	CCOC(=O)c1sc(Nc2ccc(Br)cc2)nc1C	i	-1	i	i	i	i
30	Cc1ccc(-c2ccc(C(=O)O)c(C)n2)cc1	i	5	i	i	i	i
31	Cn1nnnc1SCCNC(=O)C1CCC(=O)N(Cc2ccc(Cl)cc2)C1 (configuration not stated)	i	-1	i	i	i	i
32	CCC(=O)N1CCN(c2ccc(Cl)cc2NC(=O)Cc2ccc(Cl)cc2)CC1	i	13	i	i	i	i
33	CCOC(=O)Cc1csc(SCC(=O)Nc2cccc(Cl)c2)n1	i	-13	i	i	i	i
34	CCN(CC)C(=O)CSc1nnc(-c2c[nH]c3ccccc23)o1	i	0	i	i	i	i
35	CC(NC(=O)COC(=O)c1cc(Cl)nc(Cl)c1)c1ccccc1 (configuration not stated)	i	23	i	i	i	i
36	COc1ccc([C@H]2[C@@H]3C=CCC[C@@]3(C)C(=O)N2Cc2ccccc2)cc1Cl	i	24	i	i	i	i

no.	ANO1 block	hERG rescue	KCNQ1 block	HDAC3 inhib	ANO1 activ
25	x	-8	i	x	x
26	i	-13	i	1	i
27	i	-6	i	-4	i
28	i	-7	i	-1	i
29	i	-9	i	12	i
30	i	-8	i	9	i
31	i	-6	i	-6	i
32	i	-3	i	2	i
33	100*	-9	i	5	i
34	i	-5	i	-3	i
35	i	-10	i	-3	i
36	i	-17	i	11	i

Part of the list above in order of heavy-atom count, descending.
no.	structure	KCNK3 inh	SKKanGAS inh	KCNK9 block	KCNQ1 pot	RGS4 pot	RGS4 inh
25	CCc1cc2c(=O)c(-c3nc4ccccc4n3C)coc2c(CN2CCCCC2)c1O	i	-6	i	i	i	i
36	COc1ccc([C@H]2[C@@H]3C=CCC[C@@]3(C)C(=O)N2Cc2ccccc2)cc1Cl	i	24	i	i	i	i
1	O=C(/C=C/c1ccccc1)OCc1cncs1	i	-20	i	i	i	i

no.	ANO1 block	hERG rescue	KCNQ1 block	HDAC3 inhib	ANO1 activ
25	x	-8	i	x	x
36	i	-17	i	11	i
1	i	-5	i	2	i

Other records follow:
no.	structure	KCNK3 inh	SKKanGAS inh	KCNK9 block	KCNQ1 pot	RGS4 pot	RGS4 inh
37	CCOc1ccc(CNCc2cccnc2)cc1	i	-4	i	i	i	i
38	Cc1cc(C)cc(N(C(=O)Cc2cccs2)C(C(=O)NC2CCCC2)c2ccc(C)o2)c1 (configuration not stated)	i	1	i	i	i	i
39	Cc1ccc(C(=O)NCCc2nnc3ccc(SCC(=O)NCc4ccc(F)cc4)nn23)cc1	i	-3	i	i	i	i
40	CCc1ccccc1NC(=O)CN(C)C(=O)CN1C(=O)NC2(CCCCCC2)C1=O	i	-1	i	i	i	i
41	O=C(c1ccc(C23CC4CC(CC(C4)C2)C3)o1)N1CCOCC1	i	-3	i	i	i	i
42	CS(=O)(=O)N(CC(=O)N1CCN(c2cccc(Cl)c2)CC1)c1ccccc1	i	0	i	i	i	i
43	CC(C)(C)OC(=O)N1CSC[C@H]1C(=O)NC[C@H](CC(=O)O)c1ccc(Cl)cc1	i	-9	i	i	i	i
44	CN(Cc1nc(-c2ccc(Cl)cc2)no1)C(=O)CCN1C(=O)[C@H]2CC=CC[C@H]2C1=O	i	0	i	i	i	i
45	Cc1ccc(N2CC(C(=O)NCc3n[nH]c(=O)c4ccccc34)CC2=O)cc1C (configuration not stated)	i	-4	i	i	i	i
46	COc1ccc(N(CC(=O)NCc2ccc(Cl)cc2)S(=O)(=O)c2ccccc2[N+](=O)[O-])c(OC)c1	i	-8	i	i	i	i
47	CCOC(=O)C1=C(N)Oc2c(oc(CO)cc2=O)C1c1ccc(F)c(F)c1 (configuration not stated)	i	-6	i	i	i	i
48	CC(Sc1nc2ccccc2n1C)C(=O)NC(c1ccccc1)c1ccccc1 (configuration not stated)	i	-7	i	i	i	i

no.	ANO1 block	hERG rescue	KCNQ1 block	HDAC3 inhib	ANO1 activ
37	i	-9	i	0	i
38	i	-6	i	-4	i
39	i	-11	i	1	i
40	i	-6	i	2	i
41	i	-3	i	0	i
42	i	-4	i	8	i
43	i	-6	i	-1	i
44	i	-8	i	-1	i
45	i	-8	i	-2	i
46	i	-7	i	-1	i
47	i	-6	i	-6	i
48	i	-12	i	2	i

Next section.
no.	structure	KCNK3 inh	SKKanGAS inh	KCNK9 block	KCNQ1 pot	RGS4 pot	RGS4 inh
49	CCc1cc2c(SCC(=O)Nc3ncc(Cl)c(C)c3Cl)ncnc2s1	i	13	i	i	i	i
50	O=C(NC1=NCCS1)c1ccccc1F	i	-3	i	i	i	i
51	COc1ccc2c(c1)cc1c(=O)n(CC(=O)NCCCN3CCOCC3)nc(C)n12	i	-1	i	i	i	i
52	COc1cccc(OCCCN2CCCCCC2)c1	i	8	i	i	i	i
53	CCCn1nnc(NC(=O)COc2cc(C)ccc2C(C)C)n1	i	-2	i	i	i	i
54	Cc1cccc(N2C(=O)/C(=C/c3ccccn3)SC2=S)c1	i	-3	i	i	i	i
55	Cn1c(=O)oc2cc(S(=O)(=O)NCc3ccncc3)ccc21	i	6	i	i	i	i

no.	ANO1 block	hERG rescue	KCNQ1 block	HDAC3 inhib	ANO1 activ
49	i	-8	i	6	i
50	i	-3	i	-7	i
51	i	-8	i	-6	i
52	i	-14	i	5	i
53	i	-8	i	-1	i
54	i	-10	i	x	i
55	i	-18	i	-2	i

Source: PubChem (several laboratories)
